# Screening results as filed in PubChem BioAssay.
# 3T3 cytotox = NIH 3T3 cell cytotoxicity. actives 4.3% (n = 94,000). Potency, µM (titrated, usually from 96.7 µM), without a hit: top-dose activity change, negative = cytotoxicity, hits mostly inhibitors. AID 1345082. NIH 3T3 viability, CellTiter-Glo ATP luminescence, 48-72 h; further: potency means the concentration at half of the fitted maximal effect; nearly all actives have a fitted effect of over 55% in size
#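 Cells were seeded at 400 per well, treated with pin-transferred compound, and kept 48 or 72 hr at 37 °C before CellTiter-Glo addition and luminescence imaging of cellular ATP.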
# FLuc inh = inhibitors of firefly (Photinus pyralis) luciferase. actives 2.5% (n = 76,000). P08659. AID 1347043. Potency, µM (series often up to 115 µM), for inactives: at the top dose activity change, negative = inhibition, actives largely listed as inhibitors. purified P. pyralis luciferase, luminescence, biochemical; further: potency means the concentration at half of the fitted maximal effect; nearly all actives have a fitted effect of over 65% in size
# Target sequence (P08659 whole entry, looked up): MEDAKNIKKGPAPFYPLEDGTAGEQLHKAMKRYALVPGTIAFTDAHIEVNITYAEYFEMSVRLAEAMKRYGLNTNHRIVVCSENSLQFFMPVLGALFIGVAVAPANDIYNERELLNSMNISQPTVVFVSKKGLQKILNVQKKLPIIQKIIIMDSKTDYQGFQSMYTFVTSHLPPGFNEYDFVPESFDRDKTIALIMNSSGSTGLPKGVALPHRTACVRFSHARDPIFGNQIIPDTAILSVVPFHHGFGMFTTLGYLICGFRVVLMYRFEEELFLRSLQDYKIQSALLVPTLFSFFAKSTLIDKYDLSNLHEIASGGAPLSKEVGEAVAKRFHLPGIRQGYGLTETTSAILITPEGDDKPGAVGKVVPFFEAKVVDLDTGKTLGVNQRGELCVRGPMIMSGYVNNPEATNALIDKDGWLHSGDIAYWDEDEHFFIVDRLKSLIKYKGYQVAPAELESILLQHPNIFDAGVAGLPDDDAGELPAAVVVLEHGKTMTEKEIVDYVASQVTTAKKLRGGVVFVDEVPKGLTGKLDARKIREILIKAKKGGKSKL
#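 Luminescence read by CCD imaging after purified firefly luciferase (10nM final) was added to substrate buffer holding 10uM D-luciferin and 10uM ATP, pH 7.5, pre-dosed with compound.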
# HEK293 viab = counter-screen for SNCA expression inhibitors: cell viability; HEK-293-SNCA-luc viability, GF-AFC fluorescence, 24 h; Potency, µM (top dose mostly 57.1 µM), inactives show at the top dose activity change, negative = cytotoxicity, actives largely listed as cytotoxic; actives 0.12% (n = 150,000);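 further: potency means the concentration at half of the fitted maximal effect; 0% = DMSO-treated cells and -100% = medium-only wells without cells; nearly all actives have a fitted effect of over 30% in size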
#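 Cytotoxicity counterscreen: after 24 h compound treatment of genome-edited SNCA-luciferase HEK-293 cells, live-cell protease substrate GF-AFC read by fluorescence after 30 min; activity scaled between DMSO (0%) and medium-only (-100%), curves Hill-fitted.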
# IP6K1 inh = inhibitors of human IP6K1. Q92551. IP6K1 kinase, ADP-Glo luminescence, 2 h; active compounds read low. activity change, % (series mostly up to about 58 µM). actives 0.81% (n = 140,000). AID 1645851; in the data active means activity change below about -25%
#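 ADP-Glo luminescence measures ADP made by human IP6K1 during a 2 h RT reaction with ATP/IP6 (mix at 1.3 mM/130 uM); top library doses 57.5 and 19.1 uM final.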
# HEK293 tox = HEK 293 cell cytotoxicity. Potency, µM (top dose mostly 115 µM), for inactives: at the highest dose activity change, negative = cytotoxicity, hits mostly inhibitors. actives 6.6% (n = 94,000). HEK 293 viability, ATP luminescence (CellTiter-Glo), 48-72 h. AID 1345083; further: potency means the concentration at half of the fitted maximal effect; nearly all actives have a fitted effect of over 60% in size
#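 Viability of HEK 293 cells, plated at 250 cells/well, was judged by cellular ATP after compound treatment for 48 or 72 hr. Luminescence was imaged 10 min after CellTiter-Glo addition at room temperature.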
# SNCA expr inh = reduces expression of the alpha-synuclein gene; HEK-293 SNCA-luciferase knock-in, luminescence, 24 h; Potency, µM (series often up to 57.2 µM), for the others: top-dose activity change, negative = inhibition, actives largely listed as inhibitors; AID 1671194; actives 0.17% (n = 140,000);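 further: potency means the concentration at half of the fitted maximal effect; plate controls were DMSO cells for no effect and cell-free wells for full effect; nearly all actives have a fitted effect of over 45% in size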
# GPT2 inhibitor = blocks human glutamate pyruvate transaminase 2; AID 1671188; actives 0.25% (n = 100,000); Potency, µM (top dose mostly 57.7 µM), for inactives: at the highest dose activity change, negative = inhibition, hits mostly inhibitors; Recombinant GPT2, coupled pyruvate oxidase/HRP Amplex Red fluorescence; Q8TD30; further: potency means the concentration at half of the fitted maximal effect; nearly all actives have a fitted effect of over 60% in size; many of its hits are not listed in these tables
# Target sequence (Q8TD30 whole entry, looked up): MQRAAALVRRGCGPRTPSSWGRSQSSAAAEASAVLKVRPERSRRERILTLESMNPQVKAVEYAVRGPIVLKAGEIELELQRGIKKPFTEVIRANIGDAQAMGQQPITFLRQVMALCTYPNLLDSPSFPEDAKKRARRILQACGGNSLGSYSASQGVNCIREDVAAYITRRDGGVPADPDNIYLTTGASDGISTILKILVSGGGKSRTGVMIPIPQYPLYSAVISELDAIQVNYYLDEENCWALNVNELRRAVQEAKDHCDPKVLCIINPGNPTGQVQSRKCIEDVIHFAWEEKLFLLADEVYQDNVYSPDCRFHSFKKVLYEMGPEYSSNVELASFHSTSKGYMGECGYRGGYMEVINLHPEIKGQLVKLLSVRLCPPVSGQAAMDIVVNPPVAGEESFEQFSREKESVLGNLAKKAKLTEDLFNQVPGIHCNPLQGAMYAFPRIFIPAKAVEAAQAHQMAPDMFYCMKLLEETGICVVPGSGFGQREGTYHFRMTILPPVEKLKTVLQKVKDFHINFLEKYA
#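 GPT2 10ng/uL, a-KG 250uM, L-Ala 2mM, HEPES pH7.5 + 0.0001% Tween; 30 min RT. Then Amplex mix (PO/HRP/ThPP), 30 min RT dark, fluorescence. AOA 50uM used as positive control.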
# An asterisk follows results filed as active; i = inactive; ? = inconclusive; . = no result given; & = joins results of further samples; [ ] = another dose, or the depositor's remark. Unless noted, the call rests on the fitted dose curve; in most records, active means well fitted curve in the direction sought with a large enough effect; inconclusive means small, poorly fitted or top-dose-only effect, or another doubt; inactive means no such curve, though single readings can be large; an effect the other way counts as inactive or inconclusive. Unless noted, on the % scale 0 is the no-effect control and ±100 the full control effect. A portion of the library; the hit share may differ from the screen's.
# The line under a structure holds: 3T3 cytotox | FLuc inh | HEK293 viab | IP6K1 inh | HEK293 tox | SNCA expr inh | GPT2 inhibitor
> O=C(Nc1ccc(Cl)c(Cl)c1)c1cc2n(n1)CC(c1ccc(Cl)cc1)OC2 (stereo not given)
  ? | -9% | -6% | 2 | ? | 0% | -8%
> COc1ccc(OC)c(NS(=O)(=O)c2cc3c(cc2Cl)N(C(C)=O)CCO3)c1
  . | . | 4% | -1 | . | -17% | .
> COc1ccc(C(=O)c2cn(Cc3ccccc3OC)c3cc4c(cc3c2=O)OCO4)cc1
  . | . | -7% | -2 | . | -12% | .
> O=C(CC[C@H]1NC(=O)c2ccccc2NC1=O)NCCc1ccncc1
  i | 14% | 6% | -6 | 18% | -11% | i
> O=C(C1CCCC1)N1CCC2(CC1)CC(c1ccccc1)=NO2
  -5% | . | -4% | -22 | ? | -29% | -2%
> COCCN1C(=O)c2ccccc2C(C(=O)Nc2cccc(C)n2)C12CCCCC2 (stereo not given)
  ? | 0% | -24% | 7 | -18% | -23% | 1%
> COc1ccc(C(=O)N2CCC[C@H]2c2nc(-c3ccc(OC)c(OC)c3)no2)cc1
  -12% | 3% | ? | 7 | -5% | 6% | i
> CCC1CCCCN1C(=O)Cn1c(=O)n(-c2ccccc2C(F)(F)F)c(=O)c2c(C)c(C(=O)N(C)C)sc21 (stereo not given)
  . | . | 5% | -1 | . | -17% | .
> Cc1n[nH]c(C)c1CCC(=O)NC1CCc2nn(C)c(=O)n2CC1 (stereo not given)
  -5% | -3% | 9% | -5 | i | -14% | 1%
> CCOc1ccccc1NC(=O)CSc1nc2cc(OC)c(OC)cc2c2nc(CCn3c(C)nc4ccccc43)nn12
  . | . | -9% | -5 | . | 12% | .
> Cc1cc(C(=O)N2CCc3nnc([C@@H]4C[C@@H](O)CN4C(C)C)n3CC2)nn1C
  i | 3% | 9% | -9 | i | 1% | i
> CCOc1ccccc1NC(=O)Cn1c(=O)n(Cc2ccc(C(=O)NCCCOC)cc2)c(=O)c2ccccc21
  . | . | ? | 10 | . | 29% | .
> COc1ccc(C)cc1NC(=O)N(C)CC1CCOCC1
  -9% | 5% | 5% | 27 | 0% | 23% | -9%
> Cc1cccc(C(=O)N2CCC3(CC2)CC(CC(=O)N2CCOCC2)CCO3)c1 (stereo not given)
  -17% | 1% | -5% | 25 | -6% | -18% | i
> COc1ccc(NC(=O)c2oc3ccccc3c2NC(=O)c2cc3ccccc3o2)cc1
  . | . | 14% | 20 | . | 94%[activator] | .
> O=C(O)CSc1cc(NS(=O)(=O)c2ccc(Br)cc2)c2ccccc2c1O
  . | . | ? | -76* | . | . | ?
> CC(c1ccon1)N(C)C(=O)c1ccc(OC2CCN(S(=O)(=O)N(C)C)CC2)cc1 (stereo not given)
  ? | -7% | 11% | 4 | ? | 9% | 0%
> Cc1cc(C)cc(N2C(=O)CCSC23C(=O)N(Cc2ccccc2)c2ccccc23)c1 (stereo not given)
  . | . | 2% | -11 | . | -1% | .
> CCOC(=O)[C@H]1C[C@]2(CCCCNC2=O)N(C(=O)/C=C/c2ccccc2)[C@H]1c1ccco1
  ? | . | . | 7 | ? | . | .
> O=C(NCc1ccccc1)c1cc2ccccc2o1
  . | . | 15% | -1 | . | 95%[activator] | .
> CN1CCCC1CCOC(C)(c1ccccc1)c1ccc(Cl)cc1 (stereo not given)
  . | . | -10% | . | . | -6% | i
> COc1ccc(-c2c3c(=O)n(C)c(=O)n(C)c3c3c(C)nc4ccccc4n23)cc1
  . | . | -3% | -15 | . | 7% | .
> O=C(NCc1ccccc1F)c1ccc(CN2CC(=O)N3CCCCC3C2=O)cc1 (stereo not given)
  . | . | 2% | 52 | . | -16% | .
> Cn1ccnc1CNC(=O)C[C@@H]1C[C@H]2O[C@H](CNCc3ccncc3F)[C@@H](O)[C@H]2O1
  3%[174 µM] | 10%[172 µM] | 2%[87.6 µM] | -13 | i | -12%[87.6 µM] | i
> CN1C(=O)c2cccn2CC1C(=O)NC1CCCC1 (stereo not given)
  -17% | 7% | 9% | 6 | -6% | -3% | i
> Cn1cc(CCCNC(=O)C2CC(=O)N(C3CC3)C2)cn1 (stereo not given)
  ? | -1% | -1% | -7 | i | -10% | -8%
> COc1ccc(N(C(=O)c2cc(OC)c(OC)c(OC)c2)S(=O)(=O)c2ccc(C)cc2)cc1
  . | . | -8% | -13 | . | ? | .
> Cn1nc(C2CCCN(C(=O)NCc3ccccc3)C2)n(C2CCCC2)c1=O (stereo not given)
  -33% | . | 0% | 0 | -12% | 4% | ?
> CCOC(=O)N1CCC(NC(=O)c2ccc3c(c2)N(Cc2cc(C)ccc2C)C(=O)c2ccccc2S3=O)CC1 (stereo not given)
  . | . | -12% | 12 | . | ? | .
> COC1C(=O)N(C2CCN(S(=O)(=O)c3c(C)noc3C)CC2)C12CCOCC2 (stereo not given)
  -8% | 1% | -4% | -11 | -3% | 1% | 0%
> O=C(NCCc1ccccc1F)c1cn2cc(-c3ccccc3)sc2n1
  ? | . | -5% | -5 | -29% | 52%[activator] | i
> O=C(c1ccc(Cl)cc1)N1CCn2c(nn(-c3ccc(Cl)cc3)c2=O)C1
  -16% | . | 7% | -1 | -23% | ? | i
> COc1ccc(CN2C(=O)COC[C@H]2C(=O)NCCc2c[nH]c3ccccc23)c(OC)c1
  -12% | -10% | -1% | 4 | -17% | -21% | i
> CN1C[C@H](O)C[C@H]1c1nnc2n1CCN(C(=O)c1cccs1)CC2
  1% | 5% | 4% | -13 | -3% | 7% | -8%
> Cc1nn(Cc2ccccc2Cl)c(C)c1CN(C)CC(O)COc1ccc(Cl)cc1 (stereo not given)
  . | . | -8% | . | . | -22% | -9%
> O=C(Nc1ccc(F)cc1)N1CCN(c2ccccc2F)CC1
  . | . | 1% | -1 | . | 13% | .
> Cc1nc([C@@H]2CN(C(=O)c3cc(C4CC4)[nH]n3)C[C@H]2C(N)=O)n[nH]1
  -12% | -16% | ? | 7 | -7% | -10% | ?
> O=C1CN(C(=O)C2CCCCC2)C(c2ccccc2)c2cc(F)ccc2N1 (stereo not given)
  . | . | -12% | -16 | . | -8% | .
> CCN(CCCNC(=O)c1cc2cc3ccc(OC)cc3nc2s1)c1ccccc1
  . | . | ? | -3 | . | 34%[activator] | .
> CCCNC(=O)C1COC2(CCN(C(=O)c3ccccc3F)CC2)N1C(=O)c1cccc(F)c1 (stereo not given)
  -14% | -7% | 6% | 2 | 3% | -4% | i
> Cc1cccn2c(=O)c3cc(C(=O)NCc4cccnc4)c(=N)n(CCCO)c3nc12
  . | . | ? | -2 | . | -13% | .
> CCCc1noc(-c2cccn3c(CNC(=O)c4cc(Cl)ccc4F)nnc23)n1
  -21% | -8% | 5% | 12 | 2% | ? | -14%
> O=C(CCCc1c[nH]c2ccccc12)NC1CCc2n[nH]c(=O)n2CC1 (stereo not given)
  -11% | -14% | 11% | -12 | i | ? | 2%
> COc1ccc(OC)c(NC(=O)c2cc3cccc(OC)c3oc2=O)c1
  . | . | -14% | -4 | . | -5% | .
> CCOC(=O)C1CCN(C(=O)C2COC3(CCC(C)CC3)N2C(=O)c2cccc(F)c2)CC1 (stereo not given)
  -19% | -6% | 3% | 1 | -22% | 6% | 1%
> COc1ccc(Cn2ccc3nc(C)c(C(=O)N4CCN(c5cccc(OC)c5)CC4)cc3c2=O)cc1
  . | . | ? | -6 | . | -28% | .
> CC1=C[C@@H](CN2CCN(c3ncccn3)CC2)[C@H](C(C)C)C[C@H]1Cc1nnc(-c2ccc(N(C)C)cc2)o1
  ? | -5% | ? | 15 | 28µM* | ? | -19%
> CCn1cc(S(=O)(=O)N2CCC3(CC2)CC(N2CCOCC2)CCO3)cn1 (stereo not given)
  -17% | 0% | -4% | 14 | ? | -7% | -3%
> CCOc1ccc(NC(=O)CC2C(=O)N(c3ccc(C)cc3)C(=O)N2C2CCCCC2)cc1 (stereo not given)
  . | . | -19% | -12 | . | 33%[activator] | .
> C=C1C(=CC=C2CCC[C@]3(C)[C@@H]([C@H](C)C=C[C@H](C)C(C)C)CC[C@@H]23)C[C@@H](O)C[C@@H]1O
  . | . | -12% | . | . | 10% | 0%
> O=C(Cc1cccnc1)N1CCC(Oc2ccccc2-c2nc(C3CC3)no2)C1 (stereo not given)
  -26% | -6% | 3% | -5 | -27% | -7% | i
> Cc1noc(C)c1S(=O)(=O)N1CC(c2noc(C3CCCN3C)n2)C1 (stereo not given)
  -5% | 9% | -5%[12.5 µM] | 21 | i | -5% | 4%
> O=C(c1ccncc1)N1CC2CCC(C1)N2Cc1ccc(-c2ccccc2)cc1
  ? | 0% | -12%&-7% | -9&-13 | ? | ? | 3%&-10%
> COc1ccc(-c2cc(CC3(NCc4cccc(OC)c4)COC3)no2)cc1
  ? | 5%[172 µM] | -6%[87.6 µM] | 6 | ? | 4%[87.6 µM] | -4%[88.5 µM]

# 12 structures from above, ordered by formula weight, ascending:
# The line under a structure holds: 3T3 cytotox | FLuc inh | HEK293 viab | IP6K1 inh | HEK293 tox | SNCA expr inh | GPT2 inhibitor
> Cc1nc([C@@H]2CN(C(=O)c3cc(C4CC4)[nH]n3)C[C@H]2C(N)=O)n[nH]1
  -12% | -16% | ? | 7 | -7% | -10% | ?
> CN1C[C@H](O)C[C@H]1c1nnc2n1CCN(C(=O)c1cccs1)CC2
  1% | 5% | 4% | -13 | -3% | 7% | -8%
> O=C(CCCc1c[nH]c2ccccc12)NC1CCc2n[nH]c(=O)n2CC1 (stereo not given)
  -11% | -14% | 11% | -12 | i | ? | 2%
> COc1ccc(OC)c(NC(=O)c2cc3cccc(OC)c3oc2=O)c1
  . | . | -14% | -4 | . | -5% | .
> O=C1CN(C(=O)C2CCCCC2)C(c2ccccc2)c2cc(F)ccc2N1 (stereo not given)
  . | . | -12% | -16 | . | -8% | .
> Cc1noc(C)c1S(=O)(=O)N1CC(c2noc(C3CCCN3C)n2)C1 (stereo not given)
  -5% | 9% | -5%[12.5 µM] | 21 | i | -5% | 4%
> C=C1C(=CC=C2CCC[C@]3(C)[C@@H]([C@H](C)C=C[C@H](C)C(C)C)CC[C@@H]23)C[C@@H](O)C[C@@H]1O
  . | . | -12% | . | . | 10% | 0%
> CCCc1noc(-c2cccn3c(CNC(=O)c4cc(Cl)ccc4F)nnc23)n1
  -21% | -8% | 5% | 12 | 2% | ? | -14%
> CCN(CCCNC(=O)c1cc2cc3ccc(OC)cc3nc2s1)c1ccccc1
  . | . | ? | -3 | . | 34%[activator] | .
> CCOc1ccc(NC(=O)CC2C(=O)N(c3ccc(C)cc3)C(=O)N2C2CCCCC2)cc1 (stereo not given)
  . | . | -19% | -12 | . | 33%[activator] | .
> CCOC(=O)C1CCN(C(=O)C2COC3(CCC(C)CC3)N2C(=O)c2cccc(F)c2)CC1 (stereo not given)
  -19% | -6% | 3% | 1 | -22% | 6% | 1%
> CCCNC(=O)C1COC2(CCN(C(=O)c3ccccc3F)CC2)N1C(=O)c1cccc(F)c1 (stereo not given)
  -14% | -7% | 6% | 2 | 3% | -4% | i
